Screens deposited in PubChem BioAssay by Sanford-Burnham Center for Chemical Genomics.
UPR XBP1 act: activators of adaptive XBP1 UPR arm, primary screen, cell-based, CHO-XBP1 luciferase reporter, luminescence, uHTS | IRE1-XBP1 UPR activation; percent of tunicamycin response, DMSO as zero | activation, % at 20 µM | hit rate 0.33% among 330,000;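 active means versus positive control, 20 µM dose yields 30% or more activation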;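 further: 100% = tunicamycin at 10 µg/mL and 0% = DMSO only wells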
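Assay system: IRE1-XBP1 luciferase reporter CHO line. Input: 1000 cells/well. Buffer or medium: F12 with 10% serum. Doses: 20 µM, 1% DMSO. Times: overnight seeding at 37 °C, 6 h compound treatment at 37 °C. Technique: Steady-Glo luciferase glow luminescence, 10 min after reagent addition.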
Jurkat NFkB inh: inhibitors of induced NF-kB luciferase reporter, primary screen, TCR NF-kB activation inhibitor project, cell-based, luminescence, uHTS; Jurkat, PMA/ionomycin-induced NF-kB luciferase reporter; inhibition, % at 4 µM; hit rate 0.53% among 330,000; in the data active means inhibition above about 50%
UPR CHOP act: activators of apoptotic CHOP UPR arm, primary screen, cell-based, CHO-CHOP luciferase reporter, luminescence, uHTS; UPR activation; percent of tunicamycin response over DMSO baseline; activation, % at 10 µM; hit rate 0.34% among 330,000;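 active means at 10 µM dose, activation of 40% or more, normalized to positive control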;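 further: 100% = tunicamycin at 10 µg/mL and 0% = DMSO alone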
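System: CHO-CHOP luciferase reporter cell line; amount: 500 cells/well; buffer or medium: F12 medium containing 10% fetal bovine serum; incubation: 6 h compound exposure at 37 °C after overnight seeding; measured by: luciferase luminescence after 10 min with Steady-Glo reagent; evaluation: % reporter activation, DMSO baseline versus tunicamycin full activation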
697 NFkB inh: inhibitors of PMA/ionomycin-induced NF-kB reporter, 697 cells, primary screen, B-cell NF-kB inhibitor project, cell-based, luminescence, uHTS; 697 B-cell NF-kB luciferase reporter, 16 h; inhibition, % at 4 µM; hit rate 0.33% among 330,000; in the data active means inhibition above about 35%
Mdm2-MdmX inh: inhibitors of human Mdm2-MdmX association, primary screen, cell-based, luminescence, split luciferase, SaOS-2, uHTS. Protein Mdm4 (Homo sapiens) + E3 ubiquitin-protein ligase Mdm2 (Homo sapiens), …. hit rate 3% among 330,000. SaOS-2 split-luciferase Mdm2/MdmX complementation. AID 485346, 2010. inhibition, % at 8 µM;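 active means inhibition of at least 50% at 8 µM in the primary screen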
Target sequence (O15151 whole entry, looked up): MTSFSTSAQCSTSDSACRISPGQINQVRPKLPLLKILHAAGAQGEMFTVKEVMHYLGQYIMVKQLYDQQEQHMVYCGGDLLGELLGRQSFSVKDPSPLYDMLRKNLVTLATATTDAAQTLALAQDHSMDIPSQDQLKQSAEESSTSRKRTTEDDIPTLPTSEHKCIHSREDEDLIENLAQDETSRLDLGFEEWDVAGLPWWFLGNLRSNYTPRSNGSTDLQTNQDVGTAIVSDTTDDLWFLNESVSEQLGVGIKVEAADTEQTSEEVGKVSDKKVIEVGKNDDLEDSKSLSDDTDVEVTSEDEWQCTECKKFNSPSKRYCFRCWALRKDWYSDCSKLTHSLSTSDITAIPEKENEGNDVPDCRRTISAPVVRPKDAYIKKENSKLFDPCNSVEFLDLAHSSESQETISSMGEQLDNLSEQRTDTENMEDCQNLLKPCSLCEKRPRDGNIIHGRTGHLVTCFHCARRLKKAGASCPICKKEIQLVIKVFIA
Target sequence (Q00987 whole entry, looked up): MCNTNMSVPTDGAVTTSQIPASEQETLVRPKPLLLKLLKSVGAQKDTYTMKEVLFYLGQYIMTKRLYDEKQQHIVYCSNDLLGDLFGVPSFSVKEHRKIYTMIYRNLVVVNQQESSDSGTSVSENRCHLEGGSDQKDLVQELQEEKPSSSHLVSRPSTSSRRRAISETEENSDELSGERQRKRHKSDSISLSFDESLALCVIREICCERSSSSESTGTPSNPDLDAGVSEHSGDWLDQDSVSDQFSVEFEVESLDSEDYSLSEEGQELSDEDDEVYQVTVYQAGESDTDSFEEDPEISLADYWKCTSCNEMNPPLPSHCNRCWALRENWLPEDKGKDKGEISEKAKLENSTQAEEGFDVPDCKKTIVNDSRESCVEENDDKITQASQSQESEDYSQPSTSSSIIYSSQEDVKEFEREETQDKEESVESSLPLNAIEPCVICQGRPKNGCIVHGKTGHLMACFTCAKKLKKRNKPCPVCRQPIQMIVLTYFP
tim23-1 inh: growth inhibitors of tim23-1 mutant yeast, primary screen, luminescence, uHTS; S. cerevisiae tim23-1 growth, BacTiter-Glo luminescence, 24 h; inhibition, % at 20 µM; hit rate 1.3% among 330,000;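 active means growth inhibition of the mutant yeast at or above 50%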;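 further: temperature-sensitive mutant grown at 25 °C; plate controls were DMSO-treated mutant yeast for no effect and medium wells lacking yeast for full effect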
APJ ag: agonists of human apelin receptor APJ, primary screen, CHO-K1 cells, PathHunter beta-arrestin, luminescence. AID 2520, 2010. activation, % at 20 µM. 0% DMSO wells, 100% apelin. hit rate 0.11% among 330,000. P35414;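 active means activation more than six SD over the plate average, tested at 20 µM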;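 further: 0% = DMSO alone and 100% = apelin-13 at 10 nM; some results filed as inactive read as strong as hits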
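system = engineered CHO-K1 APJ arrestin reporter cells | input = 1000 cells per well | timing = overnight seeding, 90 min compound at 25 °C, 1 h detection | measured by = enzyme-fragment complementation luminescence | read-out = beta-arrestin recruitment to APJ as agonist activity, luminescent signal | control set = negative DMSO alone, positive Apelin-13 at 10 nM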
APJ antag: antagonists of human apelin receptor APJ, primary screen, CHO-K1 cells, beta-arrestin complementation, luminescence. P35414. inhibition, % at 20 µM. hit rate 0.32% among 330,000. AID 2521, 2010;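 active means inhibition above about 40% at 20 µM, limit read from the data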;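 further: cells challenged with 10 nM apelin-13 agonist together with compound; plate controls were apelin-13 plus DMSO wells for no effect and DMSO wells lacking apelin-13 for full effect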
An asterisk follows results filed as active; i = inactive; & = joins results of further samples. No enrichment for hits; any-hit rate near 5%.

1	COc1ccccc1C(=O)N(CN1CCCC1=O)c1cccc(Cl)c1
2	CC(C)CCn1c(N2CCOCC2)nc2c1c(=O)n(CC(N)=O)c(=O)n2C
3	COc1ccc2cc(-c3ccccc3F)ncc2c1
4	Cc1ccccc1NC(=O)Nc1ccccc1Br
5	CC(C)OC(=O)CC1C(=O)NCCN1C(=S)NC(=O)c1ccccc1 (stereo not drawn)
6	CCOC(=O)c1nc(NCc2ccccc2C)c2ccccc2n1
7	O=C(CCNS(=O)(=O)c1ccccc1)N1CCOCC1
8	Cc1nccn1-c1ccc(C=O)cc1

Compound	1	2	3	4	5	6	7	8
UPR XBP1 act	-2	-3	-3	1	-1	-1	-1	4
Jurkat NFkB inh	-17	-5	-186	-6	2	-2	-22	5
UPR CHOP act	-3.0	-1.4	3.4	1.1	-0.2	-1.2	1.7	1.2
697 NFkB inh	11	-7	-229	-2	-9	-58	-9	13
Mdm2-MdmX inh	-37	23	-230	6	4	20	11	4
tim23-1 inh	19	-11	39	-19	-4	4	-8	-11
APJ ag	-2	0	-1	-4	0	1	0	-3
APJ antag	0	8	2	-5	-8	-1	-52	5

9	Cc1cc(OC(C)C(=O)NC(Cc2c[nH]c3ccc(O)cc23)C(=O)O)c2c(C)cc(=O)oc2c1 (stereo not drawn)
10	COc1ccc(OC)c(-c2csc(NC(=O)CN3C(=O)C4CCCCC4C3=O)n2)c1 (stereo not drawn)
11	COc1ccc(-n2nc3cc(C)c(NC(C)=O)cc3n2)cc1
12	COCCNc1c(-c2cc3ccc(C)c(C)c3[nH]c2=O)nc2ccccn12
13	CCCn1c(=N)n(CC(O)COc2ccc(C)cc2)c2ccccc21 (stereo not drawn)
14	Nc1cc(OCC(F)(F)F)cc([N+](=O)[O-])c1
15	COc1cc2c(cc1OC)CN(Cc1cc(=O)n3cc(C)ccc3n1)CC2
16	CCc1cc2cc3c(cc2nc1SCC(=O)Nc1nnc(C)s1)OCCO3

Compound	9	10	11	12	13	14	15	16
UPR XBP1 act	-2	-1	-6	3	0	0	1	-4
Jurkat NFkB inh	-7	-9	-83	-101	-17	1	9	-18
UPR CHOP act	-1.0	0.2	-1.3	2.6	1.6	0.1	-0.9	0.7
697 NFkB inh	8	-6	-186	-80	-41	-13	4	-6
Mdm2-MdmX inh	15	-2	-11	-55	14	-20	5	40
tim23-1 inh	-11	13	-4	22	3	2	2	-4
APJ ag	0	6	-3	0	3	-2	-6	-4
APJ antag	-35	-1	10	8	12	-7	2	-6

17	CCCC[C@@H]1CNC(=S)N1CCCC
18	COc1ccccc1NC(=O)NNC(=O)CN1C(=O)COc2ccccc21
19	CN(CC(=O)Nc1c(Cl)cccc1Cl)C(=O)c1cccc(S(=O)(=O)NCc2ccccc2)c1
20	O=[N+]([O-])c1cccc(S(=O)(=O)NCCc2cccs2)c1
21	C[C@H](NC(=O)c1nc[nH]c1C(=O)NCCCCCNC(=O)OC(C)(C)C)c1ccccc1
22	Cc1cc(C(=O)NCCCN2CCCC2=O)no1
23	CCc1nc2ccccc2c(C(=O)NCc2ccc(OC)cc2)c1C
24	Cn1cccc1C(=O)NC(=O)COC(=O)CCNS(=O)(=O)c1cccc(C(F)(F)F)c1

Compound	17	18	19	20	21	22	23	24
UPR XBP1 act	-1	4	-1	-3	-4	-2	-2	-2
Jurkat NFkB inh	-7	1	1	-3	0	6	7	-8
UPR CHOP act	-1.7	-0.7	-1.0	0.6	1.1	-0.8	-2.3	-1.5
697 NFkB inh	-3	5	13	20	-17	23	6	3
Mdm2-MdmX inh	20	12	25	19	5	30	11	22
tim23-1 inh	26	3	-9	7	23	-19	1	0
APJ ag	-3	-6	-7	-1	-3	-4	-4	-4
APJ antag	-49	14	2	-26	1	9	-4	3

25	CCOc1ccc(C(=O)Nc2ccc3c(c2)C(=O)NC3=O)cc1
26	O=S(=O)(c1ccc(F)cc1)N1CN(Cc2ccco2)c2nc3ccccc3nc21
27	N#Cc1nc(N2CCOCC2)nc(N2CCOCC2)n1
28	Cc1ccccc1N=CC=C1OC(C)(C)C(C)(C)O1
29	O=C(CCc1ccc(S(=O)(=O)N2CCOCC2)cc1)NCCCN1CCCC1=O
30	COc1ccc(Cn2c(-c3ccc(Cl)cc3)c[n+]3ccccc23)cc1
31	CCn1c(COc2ccc(=O)n(-c3ccccc3)n2)nnc1SCC(=O)OC
32	O=C(CN1C(=O)c2cccnc2Oc2ccc(Cl)cc21)N1CCCC1

Compound	25	26	27	28	29	30	31	32
UPR XBP1 act	0	-3	1	-1	-4	6	-1	-2
Jurkat NFkB inh	4	14	7	-13	22	-36	-11	-9
UPR CHOP act	0.8	1.1	-0.7	1.3	1.3	3.7	1.6	1.0
697 NFkB inh	9	-35	16	-28	11	-81	-1	-46
Mdm2-MdmX inh	14	1	14	13	-19	-30	-10	-20
tim23-1 inh	-19	29	16	11	1	7	12	17
APJ ag	-3	0	1	0	-2	-2	2	0
APJ antag	18	-7	4	9	17	6	26	18

7 structures from above, arranged by length of the SMILES, smallest number first.
27	N#Cc1nc(N2CCOCC2)nc(N2CCOCC2)n1
28	Cc1ccccc1N=CC=C1OC(C)(C)C(C)(C)O1
23	CCc1nc2ccccc2c(C(=O)NCc2ccc(OC)cc2)c1C
32	O=C(CN1C(=O)c2cccnc2Oc2ccc(Cl)cc21)N1CCCC1
30	COc1ccc(Cn2c(-c3ccc(Cl)cc3)c[n+]3ccccc23)cc1
29	O=C(CCc1ccc(S(=O)(=O)N2CCOCC2)cc1)NCCCN1CCCC1=O
24	Cn1cccc1C(=O)NC(=O)COC(=O)CCNS(=O)(=O)c1cccc(C(F)(F)F)c1

Compound	27	28	23	32	30	29	24
UPR XBP1 act	1	-1	-2	-2	6	-4	-2
Jurkat NFkB inh	7	-13	7	-9	-36	22	-8
UPR CHOP act	-0.7	1.3	-2.3	1.0	3.7	1.3	-1.5
697 NFkB inh	16	-28	6	-46	-81	11	3
Mdm2-MdmX inh	14	13	11	-20	-30	-19	22
tim23-1 inh	16	11	1	17	7	1	0
APJ ag	1	0	-4	0	-2	-2	-4
APJ antag	4	9	-4	18	6	17	3

Going on with the list.
33	O=C(CCCSc1nc2ccccc2c(=O)[nH]1)c1ccc(F)cc1
34	O=C(O)CSc1nc2c(c(C(F)(F)F)n1)CCCC2
35	O=C(COc1cccc(F)c1)N[C@@H](Cc1ccccc1)c1nc2ccccc2[nH]1
36	COc1ccc(-c2cn3c(C)c(C(=O)N4CCCc5ccccc54)sc3n2)cc1
37	COc1ccccc1NC(=O)C(C)OC(=O)CCNS(=O)(=O)c1cccc(C(F)(F)F)c1 (stereo not drawn)
38	O=C(CSc1nc(-c2cccs2)nc2ccccc12)NC1CCS(=O)(=O)C1 (stereo not drawn)
39	Cc1cccc2nc(CSc3nc4ccc([N+](=O)[O-])cc4[nH]3)c(Br)n12
40	CCOc1ccccc1NC(=O)CCc1nnc2ccc(NCc3ccco3)nn12

Compound	33	34	35	36	37	38	39	40
UPR XBP1 act	-3	-3&-5	2	3	2	8	1	-4
Jurkat NFkB inh	-12	-11&2	-5	-11	-5	-14	10	2
UPR CHOP act	1.2	0.0&0.8	1.7	21	-1.7	-0.9	1.6	1.7
697 NFkB inh	-1	7&-6	-8	-35	12	21	9	1
Mdm2-MdmX inh	22	1&-7	-4	8	25	61*	3	18
tim23-1 inh	20	6&-3	-5	53*	8	-16	14	-1
APJ ag	-4	-4&-3	2	3	-4	-2	1	-5
APJ antag	17	-11&11	-5	-2	-4	-10	20	-2

41	CCN(CC)CCNC(=O)NC(=O)c1ccc(Cl)cc1
42	COc1ccc(-n2c(SCCNCCO)nc3sc4c(c3c2=O)CCCC4)cc1
43	CC1CCCCN1C(=O)C1CCN(c2nc(-c3ccccc3)nc3c2CCC3)CC1 (stereo not drawn)
44	O=C(Cn1cc2c(n1)CCCCC2)Nc1c(F)cc(F)cc1Br
45	COc1ccc(NS(=O)(=O)c2ccc3c(c2)N(C(C)=O)CCS3)cc1
46	Cc1cc(C)c(S(=O)(=O)N2CCCCC2CCNC(=O)C(=O)NC2CC2)c(C)c1 (stereo not drawn)
47	CCOC(=O)C1CCCN(c2cc(NCCCO)c([N+](=O)[O-])c3nonc23)C1 (stereo not drawn)
48	Cc1cc(C)c2c(N=NN(C)C)[nH]nc2n1

Compound	41	42	43	44	45	46	47	48
UPR XBP1 act	-2	-2	-2	-1	-1	-2	0	1
Jurkat NFkB inh	-7	3	-3	-5	9	-80	2	0
UPR CHOP act	-0.6	2.3	1.6	-0.1	-0.7	-2.0	-0.6	0.9
697 NFkB inh	9	5	-17	24	-21	i	13	-27
Mdm2-MdmX inh	-2	32	37	1	4	92*	-34	-7
tim23-1 inh	-1	16	49	18	7	26	13	-4
APJ ag	-3	1	8	-4	-2	-3	-3	2
APJ antag	0	22	-1	12	10	14	18	-1

49	CCc1c(C)sc(NC(=O)c2cc(C)no2)c1C#N
50	Clc1ccc(-n2cccc2)cn1
51	CCCCCc1nnc(NS(C)(=O)=O)s1
52	Cc1ccc(NC(=O)Cn2nnc(C(=O)NCc3ccccc3)c2N)cc1C
53	C#CCOCCOCCOCCNc1nc(N2CCN(C(=O)CCCCCCCCCCNC(=O)[C@H](CCC(=O)O)n3cc(CCCCCN)nn3)CC2)nc(N2CCN(C(=O)CCCCCCCCCCNC(=O)[C@@H]([C@H](C)O)n3cc(C)nn3)CC2)n1
54	COc1ccccc1NC(=O)Nc1nc(CC(=O)N2CCN(c3ccccc3OC)CC2)cs1
55	O=C1/C(=C\c2ccco2)SC(=S)N1C1CCCCC1
56	O=C(CN1C(=O)C2CC=CCC2C1=O)Nc1nnc(SCc2ccc(Cl)cc2)s1 (stereo not drawn)
57	COCCn1c(=O)[nH]c2cc(C(=O)NCCCN3CCN(c4ccc(F)cc4)CC3)ccc2c1=O

Compound	49	50	51	52	53	54	55	56	57
UPR XBP1 act	3	-1	2	-1	2	2	1	-2	-1
Jurkat NFkB inh	0	-6	14	-14	-19	5	9	-7	18
UPR CHOP act	-1.8	-0.1	-0.1	-2.8	3.6	4.1	3.9	-2.5	1.7
697 NFkB inh	-12	-15	-7	3	-3	8	0	-16	-10
Mdm2-MdmX inh	-2	6	-2	-5	22	29	-12	19	-15
tim23-1 inh	20	10	6	-18	24	19	16	-5	-8
APJ ag	-4	-2	4	-2	-1	-4	-2	1	-6
APJ antag	16	-8	-5	5	18	-9	3	5	-8
